From PubChem BioAssay
NPY-Y2 PAM-ag: potentiators or agonists of human neuropeptide Y receptor Y2. P49146. cells expressing NPY-Y2, potentiator/agonist read-out. activation, % at 3.6 µM. actives 0.45% (n = 220,000); in the data active = activation above about 27%;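 also: cells stimulated with NPY near EC25 plus isoproterenol at EC100; 0% = vehicle plus submaximal agonist and 100% = vehicle plus saturating agonist; some results beyond the cut were filed as inactive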
Target sequence (P49146 whole entry, looked up): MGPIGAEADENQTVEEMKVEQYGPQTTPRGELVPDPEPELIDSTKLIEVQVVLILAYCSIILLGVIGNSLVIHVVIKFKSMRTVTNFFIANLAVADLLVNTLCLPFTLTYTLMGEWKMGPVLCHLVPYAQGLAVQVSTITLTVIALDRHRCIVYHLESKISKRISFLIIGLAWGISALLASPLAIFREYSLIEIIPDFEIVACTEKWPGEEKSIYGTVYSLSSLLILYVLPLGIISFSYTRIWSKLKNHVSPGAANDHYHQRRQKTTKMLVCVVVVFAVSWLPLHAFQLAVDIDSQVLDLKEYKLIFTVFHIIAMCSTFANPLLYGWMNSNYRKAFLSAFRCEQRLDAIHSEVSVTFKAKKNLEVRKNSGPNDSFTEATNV
EP2 modulator: EP2 receptor (human) modulation; P43116; EP2-expressing cells, cAMP HTRF FRET, PGE2 co-stimulation; induction, % at 25 µM; actives 0.83% (n = 260,000);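 active = compounds whose cAMP rise, as percent of the full-agonist control response, exceeds 60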;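 also: rat C6 glioma line stably carrying human EP2 under a CMV promoter; the protocol text gives 20 µM as final concentration; 100% = response of wells given 1 µM PGE2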
Target sequence (P43116 whole entry, looked up): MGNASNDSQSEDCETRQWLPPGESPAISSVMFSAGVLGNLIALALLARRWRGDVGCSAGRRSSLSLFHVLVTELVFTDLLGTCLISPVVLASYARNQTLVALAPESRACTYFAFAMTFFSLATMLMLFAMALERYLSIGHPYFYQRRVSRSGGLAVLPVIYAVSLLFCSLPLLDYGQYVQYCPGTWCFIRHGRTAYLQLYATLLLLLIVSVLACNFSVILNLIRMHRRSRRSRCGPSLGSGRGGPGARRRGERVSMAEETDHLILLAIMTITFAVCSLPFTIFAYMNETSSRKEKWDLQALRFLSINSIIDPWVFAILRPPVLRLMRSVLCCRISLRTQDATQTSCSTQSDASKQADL
p97 inhibitor: inhibitors of human p97 ATPase. P55072. inhibition, % at 8 µM. recombinant p97 ATPase, Kinase-Glo ATP luminescence, 3 h. AID 1481. actives 0.42% (n = 220,000); in the data active = inhibition above about 15%;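 also: 0% = DMSO vehicle and 100% = wells lacking enzyme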
S1P4 antag: human S1P4 receptor antagonism | S1P4-expressing cells, antagonist mode, reporter read-out | actives 0.26% (n = 220,000) | O95977 | AID 1510 | inhibition, % at 4.98 µM; in the data active = inhibition above about 29%;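 also: 0% = wells stimulated with agonist and 100% = vehicle wells without agonist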
PGE2 EP2 inh: EP2 receptor (human) inhibition. C6 glioma cells expressing human EP2, cAMP TR-FRET; cells stimulated with saturating PGE2. inhibition, % at 25 µM. actives 0.52% (n = 260,000). AID 1422;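 active = percent inhibition above 40 after rounding to a whole number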;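 also: rat C6 glioma host cells with rolipram phosphodiesterase inhibitor present; the protocol text gives 20 µM as final concentration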
NPY1 pot ag: potentiates or activates human NPY-Y1 receptor. NPY-Y1 expressing cells, potentiator/agonist activation. actives 0.37% (n = 220,000). activation, % at 3.6 µM; in the data active = activation above about 33%, passing the limit was not always enough;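 also: cells stimulated with NPY at EC10 then isoproterenol at EC100; 0% = low agonist plus stimulus and 100% = saturating agonist plus stimulus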
eIF4E-4G inh: blocks eIF4E binding to eIF4G | P63073+Q04637 | TR-FRET eIF4E-eIF4GI(517-606) binding, 2 h | inhibition, % at 21.7 µM | actives 0.37% (n = 220,000) | AID 782;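 active = inhibition above about 30%, limit read from the data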;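 also: 0% = full FRET control wells and 100% = background wells lacking eIF4GI fragment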
NPY Y1 blocker: blocks the human neuropeptide Y Y1 receptor. HEK293-CNG Y1 cells, membrane potential fluorescence; NPY at EC95, then isoproterenol. inhibition, % at 3.6 µM. actives 1% (n = 200,000);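 active = inhibition above the campaign mean inhibition of all tested compounds plus 3 SD, cut at about 20% in these data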;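 also: 0% = DMSO wells given NPY plus isoproterenol and 100% = isoproterenol alone without NPY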
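material = HEK293 cells with Y1 receptor plus CNG channel | also added = NPY 25 nM then isoproterenol 1 µM plus Ro 20-1724 25 µM | schedule = dye 3 h, compound 60 min room temperature, stimulation 45 min | measured by = membrane potential fluorescence | benchmarks = high control isoproterenol alone, low control NPY with isoproterenol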
S1P4 ag: human S1P4 receptor agonism; AID 1509; activation, % at 4.98 µM; O95977; S1P4-expressing cell line, agonist reporter assay; actives 0.35% (n = 220,000); in the data active = activation above about 11%;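 also: 0% = DMSO vehicle and 100% = reference agonist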
Starred values were filed as active, the others as inactive; · = no result given; & = joins results of further samples; [ ] = dose if it differs, or a comment.

SMILES	NPY-Y2 PAM-ag	EP2 modulator	p97 inhibitor	S1P4 antag	PGE2 EP2 inh	NPY1 pot ag	eIF4E-4G inh	NPY Y1 blocker	S1P4 ag
NC(=O)Cn1c(=O)n(CCc2ccccc2)c(=O)c2c3c(sc21)CCCC3	9	11	-8	7	3	-17	-1	0	-1.2
CCCC(=O)Nc1c2c(nc3ccccc13)N(c1ccccc1)CC2	9	23	3	5	-1	11	3	4	-1.9
CCCCN(C)C(=O)c1sc2ncn(CC)c(=O)c2c1C	1	17	1	9	17	-6	-4	2	0.5
CC(C)CC(=O)Nc1nnc(CSCc2ccc(F)cc2)s1	-20	-32	-2	-11	8	11	2	·	0.9
Cc1ccc(C23CC4CC(CC(NC(=O)NCCN(C)C)(C4)C2)C3)cc1	-14	-60	0	11	12	-19	0	1	-0.4
c1ccc2c(c1)[nH]c1nc(SCCN3CCOCC3)nnc12	-4	-2	3	10	10	2	-4	6	-0.1
CCOC(=O)N1CCC(=C(C#N)C(=O)Nc2cc(OC)ccc2OC)CC1	4	2	2	-4	9	7	-3	1	0.0
CCOC(=O)C1=C(O)C(Nc2nccs2)(C(F)(F)F)N=C1C (configuration not stated)	15	2	2	-7	·	17	6	-3	-0.4
CC1CCN(C(=O)CN(c2ccc3c(c2)OCO3)S(C)(=O)=O)CC1	-1	13	2	-5	20	-7	4	-1	-0.4
CC(NC(=O)CN1C(=O)COc2ccccc21)c1ccccc1 (configuration not stated)	9	10	4	-10	3	9	-9	1	0.7
O=[N+]([O-])c1cccc(-c2nnn(C34CC5CC(CC(C5)C3)C4)n2)c1	-5	53	0	-13	7	8	5	-2	0.3
COc1ccc(CCN(Cc2nc3ccccc3c(=O)[nH]2)C(=O)c2ccco2)cc1	7	1	-2	-5	13	4	-3	-2	-0.3
COc1ccc2nc(NNC(=O)COc3ccccc3)sc2c1	-5	22	3	-10	5	-16	1	-2	0.6
O=C(NCc1ccccc1)C1=C[C@@H](c2ccc(Br)cc2)C[C@@H](OCc2ccc(CO)cc2)O1	5	-26	4	3	4	1	0	1	1.3
CC(Oc1ccc(-c2ccccc2)c(F)c1)c1ccn(S(=O)(=O)c2ccc(Br)cc2)n1 (configuration not stated)	-22	28	-1	-16	7	-6	2	3	0.5
Cc1c(C(=O)Nc2ccccc2Cl)oc2ccc(S(=O)(=O)N3CCC4(CC3)OCCO4)cc12	-17	16	1	-16	5	-10	1	3	2.0
CS(=O)(=O)c1ccc(C(=O)N2CCc3ccccc3C2)cc1	7	23	1	-3	3	19	-5	1	-0.8
COc1ccccc1C(=O)Nc1ccc(-c2nnn(CC(=O)N3CCOCC3)n2)cc1	11	13	4	0	3	12	-4	-6	0.3
CC(C)(C)C(=O)Nc1nnc(SCc2ccc(F)cc2)s1	9	-5	-1	-16	4	-9	-6	6	0.6
O=C(C1CCN(S(=O)(=O)c2cccs2)CC1)N1CCCCCC1	-4	-22	-7	-8	4	-14	-9	-2	0.0

Quoted from the results shown (11 entries):
SMILES	NPY-Y2 PAM-ag	EP2 modulator	p97 inhibitor	S1P4 antag	PGE2 EP2 inh	NPY1 pot ag	eIF4E-4G inh	NPY Y1 blocker	S1P4 ag
CCOC(=O)N1CCC(=C(C#N)C(=O)Nc2cc(OC)ccc2OC)CC1	4	2	2	-4	9	7	-3	1	0.0
CCOC(=O)C1=C(O)C(Nc2nccs2)(C(F)(F)F)N=C1C (configuration not stated)	15	2	2	-7	·	17	6	-3	-0.4
CC1CCN(C(=O)CN(c2ccc3c(c2)OCO3)S(C)(=O)=O)CC1	-1	13	2	-5	20	-7	4	-1	-0.4
CC(NC(=O)CN1C(=O)COc2ccccc21)c1ccccc1 (configuration not stated)	9	10	4	-10	3	9	-9	1	0.7
O=[N+]([O-])c1cccc(-c2nnn(C34CC5CC(CC(C5)C3)C4)n2)c1	-5	53	0	-13	7	8	5	-2	0.3
COc1ccc(CCN(Cc2nc3ccccc3c(=O)[nH]2)C(=O)c2ccco2)cc1	7	1	-2	-5	13	4	-3	-2	-0.3
COc1ccc2nc(NNC(=O)COc3ccccc3)sc2c1	-5	22	3	-10	5	-16	1	-2	0.6
O=C(NCc1ccccc1)C1=C[C@@H](c2ccc(Br)cc2)C[C@@H](OCc2ccc(CO)cc2)O1	5	-26	4	3	4	1	0	1	1.3
CC(Oc1ccc(-c2ccccc2)c(F)c1)c1ccn(S(=O)(=O)c2ccc(Br)cc2)n1 (configuration not stated)	-22	28	-1	-16	7	-6	2	3	0.5
Cc1c(C(=O)Nc2ccccc2Cl)oc2ccc(S(=O)(=O)N3CCC4(CC3)OCCO4)cc12	-17	16	1	-16	5	-10	1	3	2.0
CS(=O)(=O)c1ccc(C(=O)N2CCc3ccccc3C2)cc1	7	23	1	-3	3	19	-5	1	-0.8

The list continues.
SMILES	NPY-Y2 PAM-ag	EP2 modulator	p97 inhibitor	S1P4 antag	PGE2 EP2 inh	NPY1 pot ag	eIF4E-4G inh	NPY Y1 blocker	S1P4 ag
C=CCc1cc(OC)ccc1OCCON1C(=O)CCC1=O	-4	-20	1	13	9	5	2	10	-2.0
C=CCNC(=O)NC(=O)COC(=O)/C(C#N)=C/c1cc(C)n(CCC(C)C)c1C	-1	6	-4	-8	7	-24	-3	2	-0.5
COCC(=O)N(Cc1cc2ccc(C)cc2[nH]c1=O)c1ccc(OC)cc1	8	19	3	-6	1	27	4	-6	-0.3
O=C(CSCc1ccco1)NC1CCCC1	14	15	2	-25	10	-5	5	1	0.6
COCCNC(=O)Cc1ccc(F)cc1	7	38	2	-8	12	-13	1	2	0.4
CC1=C(C(=O)Nc2ccccc2)C(c2cc(CN3CCOCC3)cs2)C2=C(CCCC2=O)N1 (configuration not stated)	16	-31	5	-13	10	15	-1	3	-0.1
O=C(O)c1ccc(CNc2ccccc2C(=O)O)cc1	-4	28	-2	2	7	-9	-2[fluorescence artefact?]	-3	0.3
COc1ccc(NC(=O)CN(C)CC(=O)Nc2ccccc2SC)cc1Cl	-2	-11	4	-2	9	14	0	6	-0.9
COc1ccc(C(C)NC(=O)c2ccccc2Br)cc1OC (configuration not stated)	7	7	1	-12	6	0	-6	-1	-0.2
CC(C)(C)NC(=O)COC(=O)c1ccc(NC(=O)CC#N)cc1	3	-7	5	-4	-1	6	-1	3	1.2
COc1ccc(S(=O)(=O)Nc2cc(C)on2)cc1OC	4	19	0	-16	19	-6	0	2	-3.4
COc1ccc(N(CN2C(=O)C3C4C=CC(C4)C3C2=O)C(=O)c2ccco2)cc1 (configuration not stated)	-2	13	2	-1	·	1	-7[fluorescence artefact?]	-6	2.6
O=C(NC(=S)Nc1ccc(S(=O)(=O)Nc2nccs2)cc1)c1ccc(Br)o1	9	-74	3	-9	5	8	-5	3	1.6
CC(C)OCCCN1CN(S(=O)(=O)c2ccccc2)c2nc3ccccc3nc21	6	0	1	1	18	-7	2[fluorescence artefact?]	6	-0.1
Cc1cccnc1NC(=O)COc1ccc2oc3c(c2c1)CCCC3	-9	-24&-141	1	11	12&8	-8	1	-4	3.0
CCCCOc1ccc(/C=C/C(=O)OCC(=O)c2c(N)n(C)c(=O)n(C)c2=O)cc1OCC	-4	45	3	-11	6	11	4	-3	0.3
CCOc1ccc(/C=C2\SC(=S)N(NS(=O)(=O)c3ccc(C)cc3)C2=O)cc1OC	-25	-42	-8	-7	15	-48	-1	·	0.6
Cc1cccc(NC(=S)NNC(=S)NCc2ccccc2)c1	-7	-17	-10	1	5	19	-2[fluorescence artefact?]	10	0.5
CC(C)C(NC(=O)OCc1ccccc1)C(=O)OCC(=O)NC1CC1 (configuration not stated)	-10	-25	-4	-9	1	-19	-3	-1	1.4
O=S(=O)(Cc1nc2ccccc2s1)c1ccccc1	-2	4	3	9	12	-4	-7[fluorescence artefact?]	4	0.0
COC(=O)c1ccc(CNC(=O)CSc2nc3sc(C)c(C)c3c(=O)n2C)o1	-15	-16	4	-16	-1	-33	-7	-5	2.3
Cc1cccc(OCC(=O)N(C)CCc2ccccn2)c1	-4	11	-11	13	11	0	4	5	0.2
Cc1ccccc1CNC(=O)Cc1cccs1	-8	20	-2	-14	6	2	-1	3	0.7
Cc1cc(Oc2ccc(=O)[nH]n2)nc(Cl)n1	-7	7	0	4	14	-3	0	·	1.8
CC(C)OC(=O)c1c(F)c(F)c(N2CCOCC2)c(F)c1F	14	1	0	9	6	-15	4	-4	2.1
O=C1NC2(CCCC2)Oc2ccccc21	-6	8	3	-3	1	-7	-1	-4	0.1
COc1ccc(NC(=O)c2ccccc2N(Cc2ccccc2)S(C)(=O)=O)cc1OC	-8	2	5	-20	9	11	-2	-4	3.9
O=C(c1ccc(C(F)(F)F)cc1)N1CCCCC1	6	12	1	-17	12	12	4	-5	1.2
CCCCc1nnc(NC(=O)CS(=O)(=O)Cc2ccccc2)s1	-8	21	1	5	4	-6	2	3	-1.1
CN(C)c1ccc(C(CNC(=O)c2ccccc2Br)c2c[nH]c3ccccc23)cc1 (configuration not stated)	19	13	6	2	5	9	-2[fluorescence artefact?]	0	0.0
CCn1c(SC)nc2c(c1=O)SC(C)C2 (configuration not stated)	7	23	4	-4	9	8	2	-4	0.1
O=[N+]([O-])c1ccc(Sc2ncccn2)c([N+](=O)[O-])c1	23	-14	13	11	12	23	1	·	0.1
CCCNC(=O)CN(C1CCCCC1)S(C)(=O)=O	-7	-30	-1	-20	14	-3	1	-2	-2.9
CCCC1CC(c2csc(N)n2)CCO1 (configuration not stated)	-5	3	6	-16	20	1	-5	-1	0.2
CCC(=O)Nc1ccc(C(=O)NCc2ccccn2)cc1	10	5	0	-2	7	-4	6	-3	1.8
Cc1cc(C)nc(NS(=O)(=O)c2ccc(NC(=S)NC(=O)C(C)(C)C)cc2)n1	-10	6	4	-8	8	-6	-3[fluorescence artefact?]	3	-1.4
CCOc1ccc(C(=O)Nc2ccc(Cl)cn2)cc1Cl	-5	-7	2	-6	8	-4	-4	-3	1.1
COC(=O)C(Cc1ccc(OC(=O)c2ccc(C(F)(F)F)cc2)cc1)N1Cc2ccccc2C1=O (configuration not stated)	7	2	-7	5	18	9	10[fluorescence artefact?]	1	-1.5
O=C(CN1CCC(O)(c2ccc3c(c2)OCO3)CC1)N1CCOCC1	1	6	0	7	8	3	5[fluorescence artefact?]	-2	-1.8
CCOc1ccc(NS(=O)(=O)c2ccc(OCC(=O)N3CCCC3)cc2)cc1	13	1	2	-9	8	0	3	-1	2.3
Cc1ccccc1C(=O)Nc1ccc(C(=O)N/N=C/c2ccc(F)cc2)cc1	-20	-55	-4	-4	4	-4	-5	6	-1.5
CCOc1c(C(=O)CC)cc2c(C)cc(=O)oc2c1C	5	21	-5	6	5	-29	-2	10	2.5
CCOCc1nnc(NC(=O)c2ccc(NC(C)=O)cc2)s1	-2	2&-2	4	2	9&5	8	-4	-1	0.3
COC(=O)c1ccc(Nc2c([N+](=O)[O-])c(=O)oc3ccccc23)cc1	-6	-2	8	-1	2	9	1	·	2.1

This is a subset, so the mix of outcomes need not match the whole.
